High-throughput results (PubChem BioAssay)
Platelet DG rel = modulates dense granule release in human platelets; 300,000 compounds, 0.22% hits; human platelet-rich plasma, SFLLRN dense granule ATP release, luminescence; inhibition, %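 (compounds screened at 7.5 µM in platelet-rich plasma)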;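 active means mean replicate score, as percent of positive control, at or above 50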
HSF1 inhib = HSF1 inhibition. NIH3T3-HGL HSE-luciferase, MG132-induced, luminescence 8 h; active compounds read low. activity change, negative = inhibition, % at 7.5 µM (by protocol). 300,000 compounds, 0.77% hits. AID 2098;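 active means more than half of replicate wells show activity change below -50%, luminescence cut by over half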;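 further: luciferase reports HSF-1 transcriptional activity via heat shock element; 0% = median of DMSO wells and -100% = zero luminescence signal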
aSyn UTR inh = MLPCN primary screen, SNCA 5' untranslated region; alpha-synuclein 5'UTR reporter, inhibitor activity; 300,000 compounds, 0.82% hits; inhibition, % (tested at 7.5 µM); AID 1813; in the data active means inhibition above about 60%;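 further: H4 neuroglioblastoma cells stably carrying SNCA 5'UTR luciferase fusion; 0% = DMSO wells and 100% = positive control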
IEC-6 tox = counter-screen for KLF5 inhibitors: cytotoxicity in IEC-6 cells | IEC-6 cytotoxicity, luminescence viability | inhibition, % at 5 µM | 290,000 compounds, 0.78% hits | AID 1825; in the data active means inhibition above about 22%;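 further: 0% = plate median of test compound wells and 100% = cytotoxic reference compound wells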
KLF5 inh = inhibitors of KLF5 expression; DLD-1 KLF5 promoter-luciferase reporter, luminescence; inhibition, % at 5 µM; 290,000 compounds, 0.23% hits; AID 1700;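 active means inhibition above a per-plate limit of that plate's mean compound inhibition plus 3 SD, cut at about 60% in these data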;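 further: 0% = DMSO wells and 100% = LY294002 at 200 µM; higher means less KLF5 promoter-driven luciferase light; inactives centre near -14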
GSK3 alpha inh = human GSK-3 alpha kinase inhibition; inhibition, % at 10 µM; 320,000 compounds, 0.1% hits; ADP-Glo luminescence, 60 min; P49840;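 in the data active means inhibition above about 50%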;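 further: GST-tagged GSK-3 alpha with peptide substrate and 25 µM ATP; 0% = DMSO neutral wells and 100% = GW8510 positive control wells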
Target sequence (P49840 whole entry, looked up): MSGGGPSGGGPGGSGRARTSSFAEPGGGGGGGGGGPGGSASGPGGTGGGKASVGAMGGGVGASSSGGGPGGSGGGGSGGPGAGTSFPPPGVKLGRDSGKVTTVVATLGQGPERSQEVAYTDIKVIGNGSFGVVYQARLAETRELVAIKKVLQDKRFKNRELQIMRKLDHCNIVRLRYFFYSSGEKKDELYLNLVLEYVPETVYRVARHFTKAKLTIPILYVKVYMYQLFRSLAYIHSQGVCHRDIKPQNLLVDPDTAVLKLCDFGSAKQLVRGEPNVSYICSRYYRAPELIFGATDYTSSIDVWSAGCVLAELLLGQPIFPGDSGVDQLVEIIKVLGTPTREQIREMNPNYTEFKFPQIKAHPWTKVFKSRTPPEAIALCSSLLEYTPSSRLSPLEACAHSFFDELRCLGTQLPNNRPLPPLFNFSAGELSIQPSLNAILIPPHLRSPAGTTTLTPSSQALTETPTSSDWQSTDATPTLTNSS
GSK3B inh = blocks human GSK3beta kinase activity | P49841 | GST-GSK3beta kinase, ADP-Glo luminescence, 60 min; active compounds read low | activity score (negative = inhibition), % at 10 µM | 300,000 compounds, 0.038% hits;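 active means more than half of replicate wells score below -50%, meaning over 50% inhibition versus plate controls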;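 further: 0% = median DMSO wells and -100% = median GW8510 positive control wells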
Target sequence (P49841 whole entry, looked up): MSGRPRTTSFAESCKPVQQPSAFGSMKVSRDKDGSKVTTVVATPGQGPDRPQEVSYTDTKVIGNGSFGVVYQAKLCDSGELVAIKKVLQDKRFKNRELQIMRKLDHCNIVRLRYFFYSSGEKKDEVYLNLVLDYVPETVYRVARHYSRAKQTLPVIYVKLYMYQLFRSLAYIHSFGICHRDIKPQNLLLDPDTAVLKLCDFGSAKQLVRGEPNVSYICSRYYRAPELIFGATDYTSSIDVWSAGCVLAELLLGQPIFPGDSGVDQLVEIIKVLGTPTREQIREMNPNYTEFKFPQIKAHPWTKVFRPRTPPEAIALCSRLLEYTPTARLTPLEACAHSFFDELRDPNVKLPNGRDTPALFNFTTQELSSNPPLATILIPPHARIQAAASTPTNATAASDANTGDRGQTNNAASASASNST
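Assay system: GST-tagged human GSK3beta kinase, cell-free; Input: 1.6 ng GSK3beta; Medium: Tris/MgCl2 kinase buffer; Timing: 60 min enzyme reaction, room temperature; Signal: ADP-Glo luminescence quantifying ADP generated by kinase; Evaluation: score relative to plate controls; Benchmarks: DMSO neutral wells and GW8510 at 20 µM as positive.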
HSF-1 act = increases HSF-1 driven luciferase reporter signal | 300,000 compounds, 1.7% hits | activation, % at 9 µM | NIH3T3-HGL HSF-1 luciferase reporter, MG132, 8 h; 100% = twice DMSO control signal;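 active means mean replicate activation of at least 50% with a set share of replicates each reaching 50%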;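 further: 0% = median of the neutral control wells and 100% = twice that signal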
DYRK1A inh = blocks rat Dyrk1A kinase activity. Q63470. ADP-Glo luminescence, NFATc1 peptide. 310,000 compounds, 0.43% hits. inhibition, % at 12.5 µM; in the data active means inhibition above about 50%;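 further: plate controls were vehicle with enzyme for no effect and no enzyme for full effect; many of its hits are not listed in these tables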
HSP90 refold inh = inhibitors of HSP90 luciferase refolding in rabbit reticulocyte lysate; luciferase refolding luminescence, 3 h; inhibition, % at 5.6 µM; 290,000 compounds, 0.91% hits; AID 1789;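 active means inhibition above the screen-wide mean plus 3 SD, computed separately per campaign, cut at about 16% in these data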;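 further: 0% = DMSO wells and 100% = 60 µM geldanamycin wells; inhibitors lower the luminescence because luciferase stays unfolded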
* hit, by the source's call; . = no result given; & = joins results of further samples. Some of the compounds tested. The share of hits here may be higher or lower than overall.

SMILES	Platelet DG rel	HSF1 inhib	aSyn UTR inh	IEC-6 tox	KLF5 inh	GSK3 alpha inh	GSK3B inh	HSF-1 act	DYRK1A inh	HSP90 refold inh
O=C1C2CCCN2C(=O)N1CCCN1CCN(c2ccc([N+](=O)[O-])cc2)CC1 (stereo not drawn)	4	4	7	-5	-29	-2	0	-1	-3	-1
COc1ccccc1Cn1nnc2c(=O)[nH]c(C3CCN(C(=O)c4ccc(C)cc4)CC3)nc21	0	22	-7	-2	5	-3	0	25	-2	0
CCOc1ccc(/C(O)=C2/C(=O)C(=O)N(c3ccccn3)C2c2ccc(F)cc2)c(C)c1 (stereo not drawn)	-2	-4	4	-3	-25	-3	3	-16	-3	1
Cc1nc2ccc(NC(=O)c3nn(CC(C)C)c(=O)c4ccccc34)cc2s1	5	-25	53	14	20	3	2	-38	3	-1
CSc1nnc(-c2ccccc2)n1N	.	.	.	3	-15	.	.	.	11	0
O=C(CNC(=O)c1cccs1)NCC(=O)OCc1c(F)cccc1Cl	-2	-5	40	3	-28	0	-1	-10	-3	4
OCC[C@H]1C[C@H](O)[C@@H](O)[C@@]2(CCCO2)O1	-9	-2	6	.	.	1	1	-6	0	.
Cn1cc(NC(=O)OCc2ccc(Cl)cc2)c(C(F)(F)F)n1	0	38	-109	3	0	0	-1	56*	-6	0
CCC(NC(=O)c1ccccc1NC(=O)C(C)(C)C)C(=O)N1CCCC1 (stereo not drawn)	2	-5	-10	-3	-22	0	-1	-1	-2	-7
COc1ccc(CC(=O)OCC(=O)Nc2ncc(Cl)cc2Cl)cc1OC	-10	-4	9	-4	-20	-1	0	-1	-4	1
CCOc1ccc2nc(NC(=O)CSc3nc(-c4ccccc4)c(C#N)c(=O)[nH]3)sc2c1	2	0	1	-6	-26	.	1	3	22	12
CNC(=O)CSc1nc(SC)ns1	7	-1	-7	3	-22	-1	2	-1	-7	0
COc1ccc(-c2cc(-c3ccc(OC)cc3)c(C#N)c(SC)n2)cc1	1	-2	13	6	-10	-16	-9	17	-4	0
CCOc1ccc(OCC)c(NC(=O)Cn2c(C)nc3ccccc3c2=O)c1	3	3	-2	0	-4	2	-1	-11	1	5
CC(=O)c1ccc(NC(=O)Nc2ccc(Cl)cc2)cc1	9	28	-193	0	-140	-4	-3	47	-4	-3
CC(C)CCn1c(=O)c2ccccc2n2c(CN(C)Cc3ccccc3)nnc12	-2	3	19	0	-5	-2	2	-8	2	2
O=C(NCc1ccco1)c1cc2n(n1)C(C(F)(F)F)CC(c1ccc(Br)cc1)N2 (stereo not drawn)	-2	6	-31	-8	-25	1	2	2	-4	-1
O=C(O)CCCCCNC(=O)CSc1nnc(-c2ccco2)n1-c1ccccc1	-7	4	-8	-1	-18	-1	1	3	-7	-3
COc1ccc(CC(=O)OCC(=O)N(CC(C)C)c2c(N)n(Cc3ccccc3)c(=O)[nH]c2=O)cc1	1	0	8	.	.	-3	0	17	10	.
O=c1ccc(S(=O)(=O)N2CCC(Cc3ccccc3)CC2)c[nH]1	0	4	-3	6	5	-2	-4	19	3	7

Compound profiles (already shown). Order of screens: Platelet DG rel | HSF1 inhib | aSyn UTR inh | IEC-6 tox | KLF5 inh | GSK3 alpha inh | GSK3B inh | HSF-1 act | DYRK1A inh | HSP90 refold inh
Profile of CNC(=O)CSc1nc(SC)ns1 → 7 | -1 | -7 | 3 | -22 | -1 | 2 | -1 | -7 | 0
Profile of CCOc1ccc2nc(NC(=O)CSc3nc(-c4ccccc4)c(C#N)c(=O)[nH]3)sc2c1 → 2 | 0 | 1 | -6 | -26 | . | 1 | 3 | 22 | 12
Profile of Cn1cc(NC(=O)OCc2ccc(Cl)cc2)c(C(F)(F)F)n1 → 0 | 38 | -109 | 3 | 0 | 0 | -1 | 56* | -6 | 0
Profile of Cc1nc2ccc(NC(=O)c3nn(CC(C)C)c(=O)c4ccccc34)cc2s1 → 5 | -25 | 53 | 14 | 20 | 3 | 2 | -38 | 3 | -1
Profile of O=C1C2CCCN2C(=O)N1CCCN1CCN(c2ccc([N+](=O)[O-])cc2)CC1 (stereo not drawn) → 4 | 4 | 7 | -5 | -29 | -2 | 0 | -1 | -3 | -1

Further structures follow:
SMILES	Platelet DG rel	HSF1 inhib	aSyn UTR inh	IEC-6 tox	KLF5 inh	GSK3 alpha inh	GSK3B inh	HSF-1 act	DYRK1A inh	HSP90 refold inh
Cc1cc([N+](=O)[O-])ccc1NC(=S)NC(=O)C(c1ccccc1)c1ccccc1	7	-2	26	8	-12	-1	0	-2	3	5
CCN(Cc1ccccc1)C(=O)C1CCC(CNc2c(N3CCOCC3)c(=O)c2=O)CC1 (stereo not drawn)	-6	-1	-7	4	-11	0	-2	5	19	3
CCOC(=O)C1CCCN(CCC(=O)Nc2ccc3c(c2)CCC3)C1 (stereo not drawn)	-3	4	-11	-11	-2	-1	0	22	.	-4
O=C(O)C(O)c1ccccc1 (stereo not drawn)	12	-4	1	-2	-3	-3&-1	3	-15	1&-2	-1
CC(Sc1nnc(Cc2cccs2)n1C1CCCCC1)C(=O)NCc1ccco1 (stereo not drawn)	13	21	20	0	-17	0	-1	6	-6	4
CN(C)c1ccc(C2C=C(c3ccc(Cl)cc3OC(F)F)Nc3ncnn32)cc1 (stereo not drawn)	0	-5	-4	.	.	-1	-3	-7	5	.
Cc1cc(C)c2c(CC(=O)N(CCC#N)Cc3cccnc3)coc2c1	4	1	19	-2	-12	-4	4	10	-6	3
NNS(=O)(=O)c1ccc(Sc2ccccn2)c([N+](=O)[O-])c1	-2	-4	-10	2	-20	-1	3	-4	-5	4
COc1ccc(CNc2nc(-c3ccccc3)nn2C(=O)c2ccc([N+](=O)[O-])cc2)cc1	-9	5	-120	15	-83	1	0	19	-1	-3
C=CCn1c(-c2ccc(C)cc2)nc2ccccc21	-7	2	-46	7	-1	-1	1	13	-2	2
CSC1=NC(C)(C)CC2(C)Nc3ccccc3N12 (stereo not drawn)	8	8	-88	0	10	-3	3	23	.	3
Nc1c([N+](=O)[O-])cc(-c2cnc[nH]2)cc1[N+](=O)[O-]	3	1	-35	-2	-12	-2	0	4	-1	-1
CCOC(=O)C1=C(c2ccccc2)NC(=S)NC1c1ccc(Cl)c([N+](=O)[O-])c1 (stereo not drawn)	-5	10	4	4	-27	0	-1	9	.	-1
Cc1ccc(C=Nc2ccccc2C(=O)Nc2ccccc2)cc1	27	0	-77	0	-28	-1	-2	6	-2	-3
CCn1c(=O)cc(SCC(=O)N2CCN(c3ccccc3F)CC2)c2ccccc21	-1	17	-2	-3	16	-3	-1	54*	0	-2
CC(OC(=O)c1cc(=O)[nH]c2ccccc12)C(=O)Nc1ccccc1F (stereo not drawn)	1	1	9	.	.	-3	0	4	.	.
CC1CCN(c2ccc(-c3ccc(NC(=O)c4ccco4)cc3)nn2)CC1	11	-36	-144	.	.	1	4	-39	12	.
CN(C)c1ccc(C(CC(=O)O)NC(=O)c2ccc(Cl)cc2)cc1 (stereo not drawn)	4	-1	16	9	-14	-4	-1	-4	1	4
N#Cc1c(NC(=O)c2ccc(-c3ccccc3[N+](=O)[O-])o2)sc2c1CCCC2	0	3	-26	4	3	1	0	-9	1	2
O=C(Nc1ccc2c(c1)OCO2)c1cccc(S(=O)(=O)N2CCCC2)c1	-1	9	-104	0	-7	0	9	8	5	1

4 of these compounds in a different format.
CCOc1ccc(OCC)c(NC(=O)Cn2c(C)nc3ccccc3c2=O)c1
  Platelet DG rel: 3
  HSF1 inhib: 3
  aSyn UTR inh: -2
  IEC-6 tox: 0
  KLF5 inh: -4
  GSK3 alpha inh: 2
  GSK3B inh: -1
  HSF-1 act: -11
  DYRK1A inh: 1
  HSP90 refold inh: 5
CCOC(=O)C1CCCN(CCC(=O)Nc2ccc3c(c2)CCC3)C1 (stereo not drawn)
  Platelet DG rel: -3
  HSF1 inhib: 4
  aSyn UTR inh: -11
  IEC-6 tox: -11
  KLF5 inh: -2
  GSK3 alpha inh: -1
  GSK3B inh: 0
  HSF-1 act: 22
  DYRK1A inh: .
  HSP90 refold inh: -4
COc1ccc(CC(=O)OCC(=O)Nc2ncc(Cl)cc2Cl)cc1OC
  Platelet DG rel: -10
  HSF1 inhib: -4
  aSyn UTR inh: 9
  IEC-6 tox: -4
  KLF5 inh: -20
  GSK3 alpha inh: -1
  GSK3B inh: 0
  HSF-1 act: -1
  DYRK1A inh: -4
  HSP90 refold inh: 1
COc1ccc(CNc2nc(-c3ccccc3)nn2C(=O)c2ccc([N+](=O)[O-])cc2)cc1
  Platelet DG rel: -9
  HSF1 inhib: 5
  aSyn UTR inh: -120
  IEC-6 tox: 15
  KLF5 inh: -83
  GSK3 alpha inh: 1
  GSK3B inh: 0
  HSF-1 act: 19
  DYRK1A inh: -1
  HSP90 refold inh: -3

Following part.
SMILES	Platelet DG rel	HSF1 inhib	aSyn UTR inh	IEC-6 tox	KLF5 inh	GSK3 alpha inh	GSK3B inh	HSF-1 act	DYRK1A inh	HSP90 refold inh
Cc1csc(NS(=O)(=O)c2ccc(Cl)cc2)n1	2	2	-5	-2	-13	-1	3	6	9	4
Cc1cc(OC(=O)c2cc(Cl)ccc2Cl)c([N+](=O)[O-])c(=O)[nH]1	9	-4	16	-9	0	-2	0	4	-2	-1
Cc1ccc(N(C)C(=O)CN(C)S(=O)(=O)c2ccc3c(c2)n(C)c(=O)c(=O)n3C)cc1	-20	-91*	8	-4	-9	1	0	-93	1	5
O=C(O)C1CCCN1S(=O)(=O)c1ccc2ccccc2c1 (stereo not drawn)	0	3	-16	-1	-8	.	2	3	-4	-2
Cn1nnnc1SCc1cc(=O)n2ccsc2n1	1	-5	-3	3	-18	-4	-1	6	1	1
COc1cc(C)c(C)cc1S(=O)(=O)N1CCN(Cc2ccccc2)CC1	0	0	14	1	-3	-2	2	-10	2	2
O=C(CCSc1ccc(Br)cc1)c1ccc(O)cc1	9	14	-23	-12	-44	0	-1	27	4	-3
CCCCc1ccc(NC(=S)N2CCCC(CO)C2)cc1 (stereo not drawn)	11	-7	-107	9	-78	1	0	-5	1	4
NC(=O)c1sc2nc(-c3cccs3)ccc2c1N	9	9	-14	3	-30	8	-1	8	20	5
Cc1ccc2nc(/C(C#N)=C\c3ccc(N4CCOCC4)o3)[nH]c2c1	4	13	-231	0	7	-2	0	21	15	3
CCN(CC(=O)Nc1ccc(OC)c(Cl)c1)CC(=O)NC(C)C	7	1	5	-8	-21	2	4	-15	.	-2
NS(=O)(=O)c1ccc(NC(=O)CN2CCCCC2)cc1	-6	-3	14	-3	-13	-1	0	8	2	-1
O=C1c2ccccc2NC(c2ccccc2)N1c1ccc(O)cc1 (stereo not drawn)	-4	3	-2	-12	-8	-1	-3	26	0	-4
Cc1ccc(NC(=O)c2sc(N)nc2-c2ccccc2)cc1C	-6	20	12	2	-29	-1	1	28	-9	0
Cc1ccc(F)c([C@H]2C3C=CCC(c4ccccc4)C3C(=O)N2Cc2ccccc2)c1 (stereo partly drawn)	-2	-13	43	.	.	-3	1	-27	-1	.
NC(=O)C1CCN(C(=O)COc2ccc(S(=O)(=O)NCc3ccccc3)cc2Cl)CC1	19	-4	-3	0	10	0	-1	-12	-9	0
CN1CCN(S(=O)(=O)c2cccc(C(=O)Nc3nc(-c4ccccc4)cs3)c2)CC1	-2	-7	29	8	-28	0	4	-25	12	8
